MIN6 prolif = inducers of MIN6 beta-cell proliferation, primary screen, ATP luminescence, uHTS. proliferation, % at 10 µM. MIN6 cells proliferation, ATPlite luminescence, 48 h; cells starved in 0.2% serum; 100% = growth in 10% serum. 330,000 tested, 0.29% active. AID 2380, 2010;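 active means compounds whose signal lies at least 3.5 SD above the mean of all wells on their plate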;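 further: 0% = DMSO-treated cells in low-serum medium and 100% = 10% serum control; some compounds called inactive have numbers as strong as hits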
SENP1 FRET inh = human SENP1 catalytic domain inhibitors, primary screen, biochemical, FRET, uHTS; recombinant SENP1 catalytic domain, CyPet-SUMO1-YPet FRET cleavage; inhibition, % at 10 µM; Sentrin-specific protease 1 (Homo sapiens), Q9P0U3; 360,000 tested, 0.21% active;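 active means inhibition at least 30% at 10 µM, raw YFP signal under a set limit, fluorescence ratio 0.5 to 1.5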;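 further: 0% = enzyme with DMSO and 100% = no enzyme wells; some results filed as inactive read as strong as hits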
Target sequence (Q9P0U3 419-644 limits assumed): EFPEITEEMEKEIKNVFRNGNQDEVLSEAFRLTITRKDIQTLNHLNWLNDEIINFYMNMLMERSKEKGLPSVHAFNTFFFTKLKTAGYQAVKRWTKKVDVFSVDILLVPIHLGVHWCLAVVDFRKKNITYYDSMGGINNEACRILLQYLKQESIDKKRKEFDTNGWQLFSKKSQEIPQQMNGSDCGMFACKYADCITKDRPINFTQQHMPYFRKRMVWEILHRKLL
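Test system: recombinant human SENP1 catalytic domain, His6-tagged / Medium: pH 8 Tris buffer with EDTA, NaCl, BME, BSA, NP40, catalase / Also added: SUMO1 FRET substrate flanked by Cypet and Ypet, 25 nM / Times: 50 min reaction at room temperature / Signal: FRET, CFP and YFP emission / Control set: no-enzyme low control and enzyme-plus-DMSO high control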
mIAP act = activators of mouse IAP, primary screen, biochemical, luminescence, uHTS | AID 2805, 2010 | activation factor at 10 µM | intestinal alkaline phosphatase [Mus musculus] | 330,000 tested, 0.24% active | muIAP, CDP-Star luminescence, 30 min; hits give high values; 1 = vehicle-only enzyme signal, 0 = enzyme-free wells;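 active means activation factor of at least 2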; further: the source names both 10 and 20 µM as test concentration; values of inactives mirror those of a sister screen read the other way
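Assay system: mouse IAP enzyme; reagent: chemiluminescent substrate CDP-Star; dosing: test compounds delivered from DMSO solution; schedule: 30 min at room temperature; measured by: luminescence from enzymatic CDP-Star hydrolysis; controls: DMSO-only wells and no-enzyme negative control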
mIAP block = inhibitors of mouse IAP, primary screen, biochemical, luminescence, uHTS; 330,000 tested, 0.2% active; inhibition, % at 10 µM; intestinal alkaline phosphatase [Mus musculus]; purified mouse IAP, CDP-Star luminescence, 30 min; AID 2806, 2010;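 active means inhibition of at least 40% at 10 µM in the primary screen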;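 further: plate controls were DMSO with enzyme for no effect and no enzyme wells for full effect; values of inactives mirror those of a sister screen read the other way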
hIAP block = human IAP inhibitors, primary screen, biochemical, luminescence, uHTS. purified IAP, CDP-Star luminescence, 30 min. inhibition, % at 10 µM. 330,000 tested, 0.12% active. AID 2544, 2010;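 active means inhibition reaching a set limit with compound at 10 µM in the primary screen, cut at about 35% in these data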;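 further: plate controls were DMSO wells with enzyme for no effect and no-enzyme buffer wells for full effect; values of inactives mirror those of a sister screen read the other way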
Target sequence (P09923 whole entry, looked up): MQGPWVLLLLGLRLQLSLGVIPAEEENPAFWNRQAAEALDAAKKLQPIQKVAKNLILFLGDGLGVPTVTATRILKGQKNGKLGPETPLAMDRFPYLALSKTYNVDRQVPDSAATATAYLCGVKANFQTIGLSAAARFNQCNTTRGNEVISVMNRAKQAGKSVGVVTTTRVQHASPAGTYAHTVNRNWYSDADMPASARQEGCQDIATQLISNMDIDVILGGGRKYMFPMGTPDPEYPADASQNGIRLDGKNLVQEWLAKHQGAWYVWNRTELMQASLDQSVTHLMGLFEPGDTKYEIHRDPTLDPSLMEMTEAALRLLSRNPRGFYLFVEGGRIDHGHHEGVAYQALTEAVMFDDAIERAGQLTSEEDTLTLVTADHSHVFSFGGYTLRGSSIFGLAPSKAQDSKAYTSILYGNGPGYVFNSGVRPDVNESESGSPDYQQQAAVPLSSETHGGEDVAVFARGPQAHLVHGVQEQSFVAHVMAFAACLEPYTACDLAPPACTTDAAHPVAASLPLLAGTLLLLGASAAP
A3A deaminase = APOBEC3A ssDNA deaminase inhibitors, primary screen, selectivity assay for APOBEC3G inhibitor project, biochemical, FAM/TAMRA oligo cleavage fluorescence | DNA dC->dU-editing enzyme APOBEC-3A (Homo sapiens), P31941 | recombinant A3A, FAM/TAMRA ssDNA deamination fluorescence | inhibition, % at 20 µM | 330,000 tested, 0.41% active | AID 493011, 2011;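 active means at least 40% inhibition at 20 µM here, with at most 30% in a related deaminase screen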;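 further: plate controls were A3A with DMSO for no effect and wells lacking A3A enzyme for full effect; some results filed as inactive read as strong as hits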
Target sequence (P31941 whole entry, looked up): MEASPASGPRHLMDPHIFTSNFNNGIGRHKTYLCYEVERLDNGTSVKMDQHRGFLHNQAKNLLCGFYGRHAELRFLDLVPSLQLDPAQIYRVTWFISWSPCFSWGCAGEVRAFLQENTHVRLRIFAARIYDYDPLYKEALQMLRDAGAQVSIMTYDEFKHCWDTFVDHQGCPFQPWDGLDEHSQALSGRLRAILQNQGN
NLRP3 yeast inh = NALP3 inflammasome inhibitors in reconstituted yeast, primary screen, luminescence, uHTS; Yeast reconstituted NLRP3/ASC/caspase-1, beta-gal luminescence, 24 h; inhibition, % at 10 µM; 330,000 tested, 0.39% active; AID 2825, 2010;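 active means inhibition of 50% or more; inactive means inhibition below 50%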;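 further: plate controls were induced DMSO wells for no effect and uninduced yeast grown without galactose for full effect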
APOBEC3G inh = APOBEC3G DNA deaminase inhibitors, primary screen, biochemical, fluorescence, single-stranded DNA substrate, uHTS; 330,000 tested, 0.28% active; recombinant A3G, ssDNA deamination FAM/TAMRA fluorescence; AID 493012, 2011; inhibition, % at 20 µM;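 active means inhibition of at least 40% at 20 µM, with no more than 30% in the related APOBEC3A deaminase screen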;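 further: plate controls were DMSO wells with A3G for no effect and wells lacking A3G enzyme for full effect; some compounds called inactive have numbers as strong as hits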
hIAP activ = human IAP activators, primary screen, biochemical, luminescence, uHTS. Intestinal-type alkaline phosphatase (Homo sapiens), P09923. purified human IAP, CDP-Star luminescence, 30 min; hits give high values; 1 = vehicle-only enzyme, 0 = enzyme-free background. activation factor at 10 µM. 330,000 tested, 0.16% active. AID 2524, 2010;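 active means activation factor of the enzyme at least 2-fold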; further: the source names both 10 and 20 µM as test concentration; values of inactives mirror those of a sister screen read the other way
* = called active by the depositor; x = not tested or not shown. An excerpt; count on the stated rates, not on these rows.

SMILES	MIN6 prolif	SENP1 FRET inh	mIAP act	mIAP block	hIAP block	A3A deaminase	NLRP3 yeast inh	APOBEC3G inh	hIAP activ
CCCc1cc(C(=O)NCc2ccccc2)no1	-2	1	0.95	5	3	-1	17	1	0.97
Cc1ccc(N2C(=O)CC(N(CCc3ccccc3)C(=S)Nc3ccc(N(C)C)cc3)C2=O)cc1 (stereo not given)	-5	0	1.2	-20	-4	-3	5	-4	1
COC(=O)CC1c2ccccc2S(=O)(=O)N1Cc1ccccc1 (stereo not given)	-4	-1	0.98	2	1	-3	20	-9	0.99
Cc1nc(Nc2ccccc2C(F)(F)F)sc1C(=O)N(C)C	-3	2	1	-4	8	7	4	-3	0.92
COCCN(Cc1cc2cc(C)ccc2nc1Cl)C(=O)Nc1ccccc1C	-3	-1	0.95	5	-50	0	22	-2	1.5
Cc1cc(O)ccc1NC(=S)NC(=O)c1cncc(Br)c1	-3	1	0.79	21	-42	-4	14	0	1.4
Cc1cccc(C)c1OC(=O)C(c1ccccc1)c1ccccc1	-6	0	0.88	12	7	0	-14	-1	0.93
O=C(Cc1ccccc1)N/N=C/c1ccc(-c2ccc([N+](=O)[O-])cc2)o1	0	-28	0.86	14	24	1	9	-1	0.77
Cc1cc(-c2cc(C(=O)Nc3ccccc3)on2)nc(NC2CCCC2)n1	-3	x	0.93	7	9	-2	18	-3	0.91
CCOc1ccccc1NC(=O)Cn1c(=O)n(-c2ccccc2)c(=O)c2oc3ccccc3c21	1	3	1	-5	-9	0	0	-7	1.1
CCOC(=O)C1=CN(CC)S(=O)(=O)NC1c1ccc2ccccc2c1 (stereo not given)	x	4	1.1	-11	x	0	x	1	x
CCN1C(=O)[C@H]2[C@@H](c3ccc(C)cc3)N3C(=O)N(c4ccccc4)C(=O)[C@@]3(Cc3ccc(Cl)cc3)[C@H]2C1=O	1	2	1.1	-5	5	-7	-10	-8	0.95

Sorted by molar mass (low to high): some entries from above
SMILES	MIN6 prolif	SENP1 FRET inh	mIAP act	mIAP block	hIAP block	A3A deaminase	NLRP3 yeast inh	APOBEC3G inh	hIAP activ
CCCc1cc(C(=O)NCc2ccccc2)no1	-2	1	0.95	5	3	-1	17	1	0.97
Cc1cccc(C)c1OC(=O)C(c1ccccc1)c1ccccc1	-6	0	0.88	12	7	0	-14	-1	0.93
COCCN(Cc1cc2cc(C)ccc2nc1Cl)C(=O)Nc1ccccc1C	-3	-1	0.95	5	-50	0	22	-2	1.5
CCOc1ccccc1NC(=O)Cn1c(=O)n(-c2ccccc2)c(=O)c2oc3ccccc3c21	1	3	1	-5	-9	0	0	-7	1.1

(list continues)
SMILES	MIN6 prolif	SENP1 FRET inh	mIAP act	mIAP block	hIAP block	A3A deaminase	NLRP3 yeast inh	APOBEC3G inh	hIAP activ
Cn1c(=S)n(/N=C/c2ccc3c(c2)OCO3)c2ccccc21	0	1	1	-4	-33	-2	12	6	1.3
O=C(O)c1cccc(S(=O)(=O)Nc2ccc3[nH]c(=O)[nH]c3c2)c1	-3	-36	0.8	20	-9	12	7	14	1.1
O=C(O)CC(c1ccccc1F)N1Cc2ccccc2C1=O (stereo not given)	1	0	0.94	6	-4	-4	-1	-7	1
Nc1ncnc2c1ncn2[C@@H]1O[C@H](COP(=O)(O)OP(=O)(O)OP(=O)(O)O)[C@@H](O)[C@H]1O	7	-3	1	-2	26	-4	2	-9	0.74
COc1ccc(C(CNC(=O)C(CCSC)NC(=O)c2ccccc2Cl)N2CCCC2)cc1 (stereo not given)	0	0	1	-1	8	-1	4	-6	0.93
COc1ccccc1C(=O)OCCN1CCOCC1	1	2	1.1	-5	12	-4	-3	-10	0.88
O=C(Nc1c2c(nn1-c1ccc(F)cc1)CS(=O)(=O)C2)c1ccc(S(=O)(=O)N2CCOCC2)cc1	0	-1	1	0	-7	8	11	1	1.1
CC(=O)Nc1ccc(C(=O)c2ccccc2)cc1	-1	0	0.98	2	10	8	22	-7	0.9
COc1ccc(OCC(=O)NNC(=O)c2cc3ccccc3o2)cc1	-1	-10	0.91	9	-42	-4	8	-8	1.4
O=C(NNC1=NCCCCC1)c1ccccc1	-1	-2	1.1	-10	-2	3	0	-5	1
O=C1Nc2cc(C(=O)N3CCOCC3)ccc2SC1N1CCOCC1 (stereo not given)	0	4	0.98	2	5	-1	-1	-8	0.95
CCN1C(=O)N[C@@H](CCc2ccccc2)C(C(C)=O)=C1C	-1	0	0.98	2	9	-7	20	-7	0.91
Fc1cccc(CN2CCN(c3nc4nonc4nc3NC3CC3)CC2)c1	-2	-15	0.92	8	-7	-5	6	-7	1.1
N#CC1(NC(=O)COC(=O)CN2C(=O)c3ccccc3C2=O)CCCCC1	-2	-1	0.94	6	-2	-4	6	-7	1
COc1ccc(-n2nc3c(c2NC(=O)C(C)Oc2ccccc2)CS(=O)(=O)C3)cc1 (stereo not given)	-1	0	1	-4	2	-2	17	-2	0.98
Cc1csc(NC(=O)c2cccc(Cn3nc(C)c(Br)c3C)c2)n1	-4	-1	0.94	6	7	-2	18	-4	0.93
Cc1coc(C)c1C(=O)CC1(O)C(=O)N(C)c2ccc(Cl)cc21 (stereo not given)	0	-3	0.95	5	-25	-2	-12	-6	1.3
CCOC(=O)c1sc(SCc2ccccc2)c2c1CC(C)(C)CC2=O	-6	3	0.94	6	-2	-4	9	-3	1
CS(=O)(=O)N(CC(=O)N/N=C/c1ccccc1C(=O)O)c1cccc(Cl)c1Cl	3	2	1	-4	-12	9	-2	2	1.1
O=C1c2ccccc2C(=O)N1CN(C(=O)c1ccccc1[N+](=O)[O-])c1ccc(F)cc1	1	2	0.91	9	-17	3	16	2	1.2
Cc1ccc(C(=O)N2CCN(C3CCCCC3)CC2)s1	-2	-1	0.95	5	2	0	18	-6	0.98
COc1ccc(NC(=S)N(CCN(C)C)C(C)c2ccco2)cc1 (stereo not given)	0	7	1.2	-19	-24	3	6	-1	1.2
Cc1ccc(N=c2c([N+](=O)[O-])nn(-c3ccc4c(c3)OCCO4)n2O)c(Cl)c1	-1	x	0.82	18	3	-1	0	-7	0.97
CN1C(=O)c2ccccc2C(C(=O)O)C1c1cccc(Cl)c1 (stereo not given)	-2	1	1.2	-21	-17	-3	-9	-5	1.2

Just MIN6 prolif and NLRP3 yeast inh, for some of the entries so far:
Molecule | MIN6 prolif | NLRP3 yeast inh
Nc1ncnc2c1ncn2[C@@H]1O[C@H](COP(=O)(O)OP(=O)(O)OP(=O)(O)O)[C@@H](O)[C@H]1O | 7 | 2
COc1ccc(C(CNC(=O)C(CCSC)NC(=O)c2ccccc2Cl)N2CCCC2)cc1 (stereo not given) | 0 | 4
COc1ccccc1C(=O)OCCN1CCOCC1 | 1 | -3
O=C(Nc1c2c(nn1-c1ccc(F)cc1)CS(=O)(=O)C2)c1ccc(S(=O)(=O)N2CCOCC2)cc1 | 0 | 11
CC(=O)Nc1ccc(C(=O)c2ccccc2)cc1 | -1 | 22

Going on with the list:
SMILES	MIN6 prolif	SENP1 FRET inh	mIAP act	mIAP block	hIAP block	A3A deaminase	NLRP3 yeast inh	APOBEC3G inh	hIAP activ
COCC(C)n1c(C)cc(C(=O)CSc2nnnn2C2CCCC2)c1C (stereo not given)	5	-2	1	0	8	1	10	-1	0.92
c1ccc(N=P(N2CCOCC2)(N2CCOCC2)N2CCOCC2)cc1	-1	2	0.99	1	-30	1	0	2	1.3
O=C(CN1C(=O)C2CCCCN2C(=O)c2ccccc21)N1CCCc2ccccc21 (stereo not given)	2	4	0.94	6	-4	-3	3	-2	1
COc1ccc(S(=O)(=O)Nc2ccc3cn[nH]c3c2)cc1[N+](=O)[O-]	-6	0	0.94	6	-12	6	-2	7	1.1
CC(=O)N1c2ccc(S(=O)(=O)NCC3CCC(C(=O)NCc4ccc(C)cc4)CC3)cc2CC1C (stereo not given)	-4	4	1	-4	-18	-2	-2	-4	1.2
Cn1c(=O)c2c(nc(CN3CCN(c4ccccc4)CC3)n2CCN2CCOCC2)n(C)c1=O	-1	x	1	-1	-6	0	9	-2	1.1
CCOc1ccc(CCNC(=O)COC(=O)COc2ccccc2C)cc1OCC	2	4	0.98	2	3	-7	10	-9	0.97
COc1cccc(CNC(=O)N2CCN(S(=O)(=O)c3ccc(C)cc3)CC2)c1	-1	0	1	-1	11	-4	25	-14	0.89
Cc1ccc(/C=C2/NC(=O)N(c3ccccc3)C2=O)o1	1	-8	0.88	12	4	-2	2	-6	0.96
COCC(C)NC(=O)c1cc2cc(OC)ccc2[nH]1 (stereo not given)	-1	1	0.99	1	-6	-1	14	-2	1.1
COC(=O)CSc1nnc(CNC(=O)c2cccc(C)c2)n1-c1ccccc1OC	2	1	0.96	4	5	0	0	-7	0.95
Cc1cc([N+](=O)[O-])cc2c1NC(=O)C2(O)N1CCCC(C)C1 (stereo not given)	1	2	1	-2	-12	1	1	-1	1.1
Cc1cc(C)c(NC(N)=S)c(C)c1	-1	2	1	-1	-6	-2	5	-2	1.1
CCCCCN(C(=O)CCC(=O)OCC(=O)N1CCCCC1C)c1c(N)n(CCCC)c(=O)[nH]c1=O (stereo not given)	-3	2	1.1	-6	-33	14	-6	-6	1.3
COc1ccc(S(=O)(=O)NCCCCCC(=O)O)cc1C(=O)O	1	2	0.89	11	-1	-1	8	-6	1
COc1cccc(NC(=O)CN(C)C(=O)c2ccc(S(=O)(=O)Nc3ccccc3C)cc2)c1	1	2	0.92	8	-7	1	8	2	1.1
CCOC(=O)c1c(-c2ccc(OC)cc2)oc2ccc(OCC(N)=O)cc12	2	1	0.98	2	10	-4	11	-11	0.9
CC(Sc1nnc(-c2ccco2)n1-c1ccccc1)C(=O)NCC1CCCO1 (stereo not given)	3	2	0.94	6	10	-6	10	-13	0.9
Cc1cc(=O)[nH]c(SCc2ccccc2)n1	-2	1	1	-2	0	-5	20	20	1

2 records drawn at random from the list so far:
SMILES	MIN6 prolif	SENP1 FRET inh	mIAP act	mIAP block	hIAP block	A3A deaminase	NLRP3 yeast inh	APOBEC3G inh	hIAP activ
CCOC(=O)c1c(-c2ccc(OC)cc2)oc2ccc(OCC(N)=O)cc12	2	1	0.98	2	10	-4	11	-11	0.9
COc1ccc(S(=O)(=O)NCCCCCC(=O)O)cc1C(=O)O	1	2	0.89	11	-1	-1	8	-6	1

Assay outcomes from PubChem BioAssay.
